Casp1 inh = qHTS Assay for Allosteric/Competitive Inhibitors of Caspase-1 | Caspase-1 enzyme, Ac-WEHD-AFC fluorogenic rate | Potency, µM (doses to about 57.5 µM), inactives show at the highest dose activity change, negative = inhibition, most hits filed as inhibitors | 75,000 compounds, 0.03% hits | AID 900, 2007;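 further: potency means the concentration at half of the fitted maximal effect; plate controls were vehicle for no effect and no substrate for full effect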
HEK293 cAMP cs = qHTS Assay for Agonists of the Thyroid Stimulating Hormone Receptor: Activators of Intracellular cAMP Concentrations in Parental HEK 293. parental HEK293 CNG cAMP sensor, membrane potential fluorescence. Potency, µM (series often up to 57.1 µM), inactives show at the top dose activation, usual class: activators. 73,000 compounds, 2.5% hits; further: potency means the concentration at half of the fitted maximal effect; % of control where 0% means no effect; nearly all actives have a fitted effect of over 55% in size
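Parental HEK 293 cells stably expressing a modified CNG channel (no TSHR) report cAMP rise as membrane depolarization. Membrane potential dye with 100 uM RO 20-1724 was loaded for 60 min at room temperature, then compound added for 30 min; fluorescence read at 590 nm.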
Texas Red fluor = qHTS Assay for Spectroscopic Profiling in Texas Red Spectral Region; max dye-equivalent concentration, M; Compound fluorescence, Texas Red channel, 547/618 nm; active compounds read high; 59,000 compounds, 0.06% hits; in the data active means max dye-equivalent concentration above about 10 nM; inconclusive means between about 1.1 nM and that limit
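Pin-transferred compounds and Texas Red standards go into 100 mM Tris buffer, pH 8.0. After 15 min at room temperature, plates are imaged with 547/618 nm filters. Each value is a dye-equivalent concentration derived from the per-plate dye curve.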
Rhodamine fluor = qHTS Assay for Spectroscopic Profiling in Rhodamine Spectral Region; Rhodamine-region fluorescence, 547/598 nm, Tris buffer; active compounds read high; max dye-equivalent concentration, M; 59,000 compounds, 0.05% hits; AID 594, 2007; in the data active means max dye-equivalent concentration above about 11 nM; inconclusive means between about 1.1 nM and that limit
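qHTS spectral profiling of compounds without any target or enzyme present, in pH 8.0 Tris buffer; plates were read after a 15-minute room-temperature incubation using the rhodamine-region filter set.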
BRCT inh green = qHTS Assay for Inhibitors of BRCT-Phosphoprotein Interaction (Green Fluorophore). Breast cancer type 1 susceptibility protein (Homo sapiens), P38398. BRCA1 BRCT-phosphopeptide binding, green fluorescence polarization. Potency, µM (series often up to 76.9 µM), for inactives: top-dose activity change, negative = inhibition, most hits filed as inhibitors. 75,000 compounds, 0.05% hits. AID 875, 2007;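 further: potency means the concentration at half of the fitted maximal effect; plate controls were peptide without protein for full effect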
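Fluorescence polarization: His-tagged BRCT (~35 kDa BRCA1 C-terminus, 250 nM) bound to 100 nM fluorescein-labeled phosphorylated 10-aa BACH1 peptide, pH 7.3 phosphate buffer with DTT and Tween 20. Compounds incubated 12 min at room temperature; inhibition read as lowered polarization.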
Caspase-7 inhib = qHTS Assay for Allosteric/Competitive Inhibitors of Caspase-7 | P55210 | recombinant caspase-7, Ac-DEVD-AFC fluorescence rate | Potency, µM (series often up to 57.5 µM), for inactives: at the top dose activity change, negative = inhibition, hits mostly inhibitors | 75,000 compounds, 0.02% hits; active means well fitted inhibition curve with a large enough effect in the main read-out, with a control signal flat, not every such curve was filed as active; inconclusive means small, poorly fitted or top-dose-only effect, or a change in a side signal; further: potency means the concentration at half of the fitted maximal effect; % of control where 0% means no effect
4-MU autofl = qHTS Assay for Spectroscopic Profiling in 4-MU Spectral Region | compound autofluorescence, 340/450 nm, 4-MU equivalents; active compounds read high | 59,000 compounds, 11% hits | max dye-equivalent concentration, M | AID 589, 2007; in the data active means max dye-equivalent concentration above about 10 nM; inconclusive means mostly about 1.1 nM to 9.6 nM
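Compounds in 100 mM Tris, pH 8.0, sat 15 min at room temperature before fluorescence was read at 340 nm excitation/450 nm emission; a per-plate six-point 4-MU standard curve converted signals to dye-equivalent concentration at each compound concentration.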
USP2a inhib = qHTS Assay for Inhibitors of Ubiquitin-specific Protease USP2a; AID 927, 2007; Potency, µM (series often up to 38.3 µM), inactives show at the highest dose activity change, negative = inhibition, most hits filed as inhibitors; USP2a enzymatic assay, qHTS inhibition; 60,000 compounds, 0.1% hits;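 further: potency means the concentration at half of the fitted maximal effect; nearly all actives have a fitted effect of over 60% in size; plate controls were DMSO for no effect and NEM full inhibition control for full effect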
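20 nM USP2 core + cpd, 30 min RT; add 20 nM Ub-PLA2/20 uM NBD C6-HPC; read Ex460/Em535 at 0 h and 2.5 h. Normalized to NEM; qHTS curve fit/classification.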
Fluorescein fluor = qHTS Assay for Spectroscopic Profiling in Fluorescein Spectral Region. 59,000 compounds, 0.91% hits. max fluorescein-equivalent concentration, M. Compound autofluorescence, 480/540 nm, fluorescein-equivalent; active compounds read high; in the data active means max fluorescein-equivalent concentration above about 10 nM; inconclusive means between about 1.1 nM and that limit
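Spectral profiling of library compounds in the fluorescein window (480 nm excitation, 540 nm emission) after 15 min at room temperature in pH 8.0 Tris (100 mM). Values are dye-equivalent concentrations.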
A350 autofl = qHTS Assay for Spectroscopic Profiling in A350 Spectral Region. Compound autofluorescence, 340/450 nm, Alexa 350 dye-equivalents; active compounds read high. 59,000 compounds, 11% hits. AID 590, 2007. max dye-equivalent concentration, M; in the data active means max dye-equivalent concentration above about 10 nM; inconclusive means mostly about 1.1 nM to 9.6 nM
BRCT PPI red = qHTS Assay for Inhibitors of BRCT-Phosphoprotein Interaction (Red Fluorophore); Breast cancer type 1 susceptibility protein (Homo sapiens), P38398; BRCT-phosphopeptide binding, red fluorescence polarization; Potency, µM (doses to about 76.9 µM), inactives show at the highest dose activity change, negative = inhibition, most hits filed as inhibitors; 75,000 compounds, 0.03% hits; further: on the % scale 0 is the no-effect control and ±100 the full control effect
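Fluorescence polarization: 100 nM His-tagged BRCA1 BRCT with 100 nM TAMRA-labelled phospho-BACH1 decapeptide, phosphate buffer pH 7.3 with 150 mM NaCl, DTT, 0.01% Tween 20; 12 min RT. Binding inhibition seen as FP decrease.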
* hit, by the source's call; i = inactive; ? = inconclusive; / = not tested or not shown; & = joins results of further samples; [ ] = remark or other dose. Unless noted, the call rests on the fitted dose curve; in most records, active means well fitted curve in the direction sought with a large enough effect; inconclusive means small, poorly fitted or top-dose-only effect, or another doubt; inactive means no such curve, though single readings can be large; an effect the other way counts as inactive or inconclusive. Some of the compounds tested; the hit share may differ from the screen's.

SMILES	Casp1 inh	HEK293 cAMP cs	Texas Red fluor	Rhodamine fluor	BRCT inh green	Caspase-7 inhib	4-MU autofl	USP2a inhib	Fluorescein fluor	A350 autofl	BRCT PPI red
CCN(Cc1ccccc1)C(c1cc2cc(C)cc(C)c2[nH]c1=O)c1nnnn1CCOC (stereo unspecified)	-1.2%	22.0%	i	i	-3.0%	1.1%	?	6.6%	?	?	-1.5%
Cc1ccc(NC(=O)C2CCCN(S(=O)(=O)c3cnc[nH]3)C2)c(Br)c1 (stereo unspecified)	-3.3%	25.8%	/	/	1.0%	0.2%	/	/	/	/	0.6%
COc1ccc(N2CCN(C(=O)Cc3ccc(-n4c(=O)[nH]c5ccccc5c4=O)cc3)CC2)cc1	0.2%	-3.7%	i	i	-0.8%	-0.6%	i	26.3%	i	i	-1.0%
COc1nc(-c2ccccc2)ccc1-c1noc(-c2cccnc2)n1	-3.2%	?	i	i	-0.1%	-1.9%	?	18.6%	?	1.12e-08M*	-1.3%
Cn1c(NCc2ccco2)nc2c1c(=O)n(Cc1ccc(Cl)cc1)c(=O)n2C	-2.5%	-28.2%	i	i	-2.1%	-5.4%	i	22.3%	i	i	-0.6%
CCOC(=O)c1c(NC(=O)COC(=O)c2c(C)noc2C)sc2c1CCC2	1.0%	?	i	i	-2.6%	-1.8%	i	5.1%	i	i	0.7%
COC(=O)c1cc(NC(=O)CC2SCCNC2=O)cc(C(=O)OC)c1 (stereo unspecified)	0.7%	-2.0%	i	i	2.8%	-3.9%	i	-4.4%	i	i	-0.8%
CCN1CCN(C(c2cccs2)C(C)NC(=O)C(C)C)CC1 (stereo unspecified)	-6.2%	9.1%	/	/	-3.3%	2.3%	/	/	/	/	-0.5%
Cn1c(NC(=O)c2ccc3c(c2)OCO3)cc(=O)n(C)c1=O	-0.1%	?	/	/	-6.4%	-0.6%	/	/	/	/	1.5%
CCc1c2c(nc3cccc(C(C)C)c13)-c1cccc(=O)n1C2	?	18.7%	/	/	3.6%	-21.1%	/	/	/	/	-1.5%
CC(C)CC(NC(=O)C1CCC(C)CC1)C(=O)Nc1ccccn1 (stereo unspecified)	0.1%	10.2%	i	i	-0.6%	-1.7%	?	5.6%	?	?	1.3%
CC(C)Cn1c(CN(Cc2ccccc2)Cc2ccccc2)nc2c1c(=O)n(C)c(=O)n2C	?	2.1%	/	/	2.1%	-3.9%	/	/	/	/	1.9%
CC1Cc2nc(SCC(=O)N3CCc4ccccc43)n(C)c(=O)c2S1 (stereo unspecified)	0.8%	?	?	i	-0.7%	-0.8%	i	40.7%[activator]	i	i	0.6%
CNC[C@@H](SC)c1ccc(O)c(O)c1	0.9%[11.5 µM]	4.9%[11.4 µM]	i	i	0.2%[15.4 µM]	-0.2%[11.5 µM]	i	/	i	i	0.6%[15.4 µM]
Nc1ncnc2c1ncn2C1CC(O)C(CO)O1 (stereo unspecified)	-2.7%&-0.3%	/	/	/	-1.0%&-2.1%	0.1%&0.1%	/	-5.5%	/	/	-1.4%&0.4%
COC(=O)[C@@]1(C)C[C@@H]1[C@@H](NC(=O)[C@@]1(C)C[C@@H]1[C@@H](NC(=O)[C@@]1(C)C[C@@H]1[C@@H](NC(=O)[C@@]1(C)C[C@@H]1[C@@H](NC(=O)OCc1ccccc1)c1ccccc1)c1ccccc1)c1ccccc1)c1ccccc1	4.0%	24.7%	/	/	-2.3%	0.2%	/	/	/	/	0.3%
O=C(Nc1cnc2ccccc2c1)c1cccnc1	3.3%	9.7%	/	/	-2.2%	-0.1%	/	/	/	/	-1.0%
Nc1nnnn1NCc1cccc(OCc2ccccc2)c1	1.5%	19.7%	i	i	-1.2%	-5.4%	i	2.2%	i	?	1.4%
Cn1nc(C(=O)NCc2cccnc2)c2ccccc2c1=O	-0.7%	-1.3%	i	i	1.0%	-0.6%	i	0.5%	i	i	0.8%
CN(C)/C=N/c1c(C#N)cnn1-c1ncnc2sc(-c3ccccc3)cc12	-9.2%	3.8%	i	i	3.2%	-4.0%	4.91e-08M*	12.1%	i	4.42e-08M*	0.7%
Cc1cnc(CNc2ncncc2-c2ccc(N(C)C)cc2)cn1	-2.2%	-10.8%	?	i	-2.6%	-3.4%	i	3.1%	i	i	1.2%
O=C(O)CCCCn1cnc2c(=S)nc[nH]c21	4.9%[11.5 µM]	5.4%[11.4 µM]	i	i	-0.4%[15.4 µM]	0.0%[11.5 µM]	i	/	?	i	-1.3%[15.4 µM]
Cc1ccc(C(=O)Nc2nc3ccccc3s2)s1	-1.5%	0.2%	/	/	2.6%	-0.7%	/	/	/	/	0.1%
COC(=O)C1=C(N)Oc2cc(C)n(Cc3ccncc3)c(=O)c2C1c1cccnc1 (stereo unspecified)	-0.2%	0.1%	i	i	5.4%	-1.2%	i	1.2%	i	i	0.7%
O=C(c1ccco1)N1CCN(C(=O)C2CC(c3ccc(Cl)c(Cl)c3)=NO2)CC1 (stereo unspecified)	-0.7%	10.5%	i	i	-0.9%	-6.2%	i	36.0%[activator]	i	i	-1.9%
Next part
SMILES	Casp1 inh	HEK293 cAMP cs	Texas Red fluor	Rhodamine fluor	BRCT inh green	Caspase-7 inhib	4-MU autofl	USP2a inhib	Fluorescein fluor	A350 autofl	BRCT PPI red
COC(=O)c1ccc(OC)c(CSc2nnc(COc3cccc(C)c3)o2)c1	-3.8%	?	i	i	-0.2%	-0.9%	i	/	i	i	-1.1%
Cc1cc(C)c(NC(=O)CCCOC(=O)C2=COCCO2)c(C)c1	2.4%	16.8%	i	i	-2.8%	1.3%	i	4.9%	i	i	-1.3%
O=C1CCc2cc(S(=O)(=O)N3CCN(c4cccc(C(F)(F)F)c4)CC3)ccc2N1	0.9%	2.3%	i	i	0.4%	0.7%	i	6.3%	i	i	-1.4%
Brc1ccccc1-c1nnc(COc2ncnc3c2cnn3-c2ccccc2)o1	-3.3%	25.1µM*	i	i	1.8%	-8.2%	i	25.3%	i	i	0.0%
O=C1CC(N2CCN(c3ccc(Cl)c(Cl)c3)CC2)C(=O)N1 (stereo unspecified)	-1.8%	-14.8%	?	i	0.6%	-1.6%	i	6.7%	i	i	0.0%
C=COCC1CN2C(CCC(C)C2c2ccc(Br)cc2)C(=O)O1 (stereo unspecified)	-2.0%&-1.4%[11.5 µM]	?	/	/	-0.1%&1.5%[15.4 µM]	-0.5%&2.2%[11.5 µM]	/	/	/	/	-1.0%&1.1%[15.4 µM]
COc1ccc(OCCSc2nnc(-c3ccoc3C)n2C)cc1	-2.3%	27.9%	i	i	-2.0%	8.2%	i	-0.8%	?	i	0.6%
O=C(O)CCC(=O)N(Cc1cccnc1)Cc1cccc(F)c1	-0.7%	9.7%	i	i	-1.4%	1.2%	i	0.8%	i	i	0.8%
O=c1oc2c(CN3CCCCC3)c(O)ccc2c2c1CCCCC2	/	/	i	i	/	/	1.2e-05M*	/	i	1.31e-05M*	/
Cc1ccccc1OCCCCCNCCO	-3.3%	17.5%	/	/	-2.3%	-1.7%	/	/	/	/	1.7%
O=C(NCCN1CCOCC1)c1ccncc1	-0.8%	-1.7%	?	i	-3.7%	0.0%	i	4.6%	i	i	-0.7%
O=c1c(-c2ccccc2)coc2c(CN3CCOCC3)c(O)ccc12	-1.8%	0.2%	/	/	0.0%	-3.9%	/	/	/	/	0.9%
O=C(O)CCc1ccc(-c2cccs2)n1CCC(=O)O	-10.4%	4.5%	i	i	2.1%	-6.1%	?	-9.4%	i	?	-1.9%
CCOC(=O)N1CCC(=C(C#N)C(=O)Nc2cc(OC)ccc2OC)CC1	1.1%	9.3%	i	i	-8.8%	-2.9%	i	-0.3%	?	i	-0.7%
CCC(C)NS(=O)(=O)c1ccc(NC(=O)c2c(-c3ccccc3)noc2C)cc1 (stereo unspecified)	0.7%	1.8%	/	/	-1.9%	-1.9%	/	/	/	/	0.2%
CCOc1ccc(-c2nnn(CC(=O)Nc3cc(OC)cc(OC)c3)n2)cc1OCC	-1.1%	-15.3%	i	i	0.9%	-1.0%	i	37.6%[activator]	i	i	-0.2%
Cc1nc2ccc(F)cc2cc1C(=O)NCC1CCCO1 (stereo unspecified)	-2.9%	-0.8%	i	i	-0.9%	-5.7%	i	21.9%	?	i	-1.5%
CC1=CC2=NC(=O)CC(C)(C(=O)N(CC(=O)NC(C)(C)C)C3CCCC3)N2C=C1 (stereo unspecified)	0.7%	?	i	i	-0.9%	-0.9%	4.02e-08M*	0.9%	i	4.01e-08M*	-0.6%
Br/C(=N\Nc1nn[nH]n1)c1ccncc1	-1.1%[11.5 µM]	2.3%[11.4 µM]	i	i	-0.3%[15.4 µM]	0.1%[11.5 µM]	i	/	?	i	-2.2%[15.4 µM]
CN1CCc2c(sc(/N=C/c3cccs3)c2C(N)=O)C1	?	-1.0%	?	i	10.9%	?	1.09e-07M*	20.1%	1.08e-08M*	1.48e-07M*	-0.2%

From PubChem BioAssay
